esBAF inh: Bmi1 luciferase reporter increase in mESCs, primary screen, esBAF inhibitor project, mouse ES cells, Bmi1 luciferase knock-in, single point | 350,000 compounds, 2% hits | 24 h; 100% = twice the neutral-well signal | reporter increase, % at 12.5 µM; in the data active means activation above about 40%;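 further: 0% = median of the plate's neutral control wells and 100% = double that signal; a rise in the Bmi1 reporter signal indicates esBAF inhibition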
RAD52 inh: RAD52 DNA annealing inhibitors, primary screen, biochemical, FRET, single point, set 2; recombinant RAD52 DNA annealing, FRET fluorescence; inhibition, % at 18.7 µM; 360,000 compounds, 0.46% hits; AID 651710, 2012;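 active means every replicate showing at least 50% inhibition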
Target sequence (P43351 whole entry, looked up): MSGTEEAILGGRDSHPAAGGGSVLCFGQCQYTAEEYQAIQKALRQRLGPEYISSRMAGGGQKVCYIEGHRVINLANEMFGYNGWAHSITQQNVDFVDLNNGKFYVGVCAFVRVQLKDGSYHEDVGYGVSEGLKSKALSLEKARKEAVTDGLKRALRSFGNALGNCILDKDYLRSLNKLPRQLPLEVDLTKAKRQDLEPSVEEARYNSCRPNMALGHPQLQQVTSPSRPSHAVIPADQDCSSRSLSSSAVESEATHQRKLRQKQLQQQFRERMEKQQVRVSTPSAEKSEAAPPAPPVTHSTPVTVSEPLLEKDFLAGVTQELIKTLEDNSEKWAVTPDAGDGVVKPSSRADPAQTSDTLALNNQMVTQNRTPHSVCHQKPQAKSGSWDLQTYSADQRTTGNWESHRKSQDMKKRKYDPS
ARNT TACC3 PPI: disruptors of ARNT/TACC3 protein interaction, primary screen, biochemical, AlphaScreen, single concentration; Transforming acidic coiled-coil-containing protein 3 (Homo sapiens), Q9Y6A5; AlphaScreen His-ARNT PAS-B/GST-TACC3 binding, luminescence; TACC3 fragment carries E629A point mutation; inhibition, % at 9.99 µM; 390,000 compounds, 0.66% hits; AID 623870, 2012;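 active means mean inhibition of replicates at least 50% and at least half of replicates each reaching 50%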;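 further: 0% = complete ARNT plus TACC3 wells and 100% = ARNT alone without TACC3; many hits fall short of the cut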
E-sel inducer: E-selectin induction in HUVECs, primary screen, imaging, HUVEC, immunofluorescence imaging, single point | AID 686992, 2013 | activation, % at 7.58 µM | 260,000 compounds, 0.37% hits | normalized: neutral wells 0, TNF-alpha wells 100 | P16581;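 active means mean E-selectin-positive cell signal at least 10% of the positive control, reached in at least 60% of replicates, without over 20% cell loss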;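 further: in these data hits start at about 27%; measured in HUVEC primary endothelial cells; signal is the percent of cells scored E-selectin positive by PE staining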
Target sequence (P16581 whole entry, looked up): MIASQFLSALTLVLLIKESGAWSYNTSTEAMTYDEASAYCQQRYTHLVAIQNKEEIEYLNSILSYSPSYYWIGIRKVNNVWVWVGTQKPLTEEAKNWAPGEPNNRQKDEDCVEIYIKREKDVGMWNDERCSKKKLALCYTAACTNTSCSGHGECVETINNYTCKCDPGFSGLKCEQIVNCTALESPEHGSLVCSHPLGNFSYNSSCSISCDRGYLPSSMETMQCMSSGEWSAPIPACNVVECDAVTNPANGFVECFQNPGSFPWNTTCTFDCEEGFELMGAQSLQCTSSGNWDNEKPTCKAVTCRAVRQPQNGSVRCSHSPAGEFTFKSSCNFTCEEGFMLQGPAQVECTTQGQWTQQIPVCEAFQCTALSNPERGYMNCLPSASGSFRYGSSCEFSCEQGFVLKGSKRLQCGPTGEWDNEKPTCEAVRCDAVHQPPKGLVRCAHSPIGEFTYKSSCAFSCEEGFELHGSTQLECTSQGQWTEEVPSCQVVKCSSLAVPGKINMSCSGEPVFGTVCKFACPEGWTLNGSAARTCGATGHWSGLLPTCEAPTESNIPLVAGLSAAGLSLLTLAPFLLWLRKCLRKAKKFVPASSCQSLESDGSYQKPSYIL
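Assay system: HUVEC, human umbilical vein endothelial cells / Amount: 3,000 HUVEC/well / Controls: TNF-alpha positive control, DMSO neutral control / Compound dosing: single concentration / Medium: EGM-2 over gelatin coat / Evaluation: percent E-selectin-positive cells / Signal: immunofluorescence imaging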
ERp5 inh: inhibitors of ERp5-driven insulin aggregation, primary screen, biochemical, turbidity, absorbance 650 nm, single point. 90 min. inhibition, % at 9.99 µM. 350,000 compounds, 0.05% hits. AID 651711, 2012;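 active means mean replicate inhibition above about 25%, with every replicate also reaching it, limit read from the data, passing the limit was not always enough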
Casp6 inh: human caspase-6 inhibitors, primary screen, biochemical, VEID-R110 fluorescence, single point, set 2; P55212; purified caspase-6, Z-VEID-R110 cleavage fluorescence; inhibition, % at 12.5 µM; 350,000 compounds, 0.53% hits; AID 686996, 2013;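 active means mean inhibition across replicates at least about 35%, with every replicate also reaching that limit, limit read from the data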;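 further: 0% = median of neutral control wells and 100% = no fluorescence left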
RAD54 branch: inhibitors of human RAD54 branch migration, primary screen, biochemical, fluorescence, single point; RAD54 Holliday junction branch migration, FAM/BHQ fluorescence; 360,000 compounds, 0.14% hits; inhibition, % at 10.4 µM;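 active means mean normalized replicate activity at least 40 and at least half of replicates scoring 40 or more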;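 further: 0% = median of neutral control wells and 100% = median of positive control wells; inhibitors cause a drop in the FAM fluorescence signal; in these data hits start at about 50%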
PglD inh: C. jejuni PglD acetyltransferase inhibitors, primary screen, biochemical, DTNB colorimetric, single point; AID 602405, 2012; 360,000 compounds, 0.098% hits; UDP-N-acetylbacillosamine N-acetyltransferase PglD (Campylobacter jejuni); inhibition, % at 12.5 µM; purified PglD enzyme, DTNB colorimetric CoA detection; in the data active means inhibition above about 16%, passing the limit was not always enough; further: strong numbers were not always called active
* = called active by the depositor; · = not tested or not shown.

SMILES | esBAF inh | RAD52 inh | ARNT TACC3 PPI | E-sel inducer | ERp5 inh | Casp6 inh | RAD54 branch | PglD inh
O=[N+]([O-])C1=CC=C2C(=NC3(CCCCC3)N2O)C1=NCCO | -5 | 0 | 11 | · | -1 | 6 | 6 | -4
COc1ccc(NC(=O)Nc2ccc3c(c2)C(=O)N([C@@H](C)CO)C[C@H](C)[C@@H](CN(C)C(=O)Nc2ccc(C(F)(F)F)cc2)O3)cc1 | -5 | 24 | · | -4.1 | -2 | 8 | -7 | 6
C[C@H](CO)N1C[C@H](C)[C@H](CN(C)C(=O)Nc2ccc(C(F)(F)F)cc2)Oc2c(NS(=O)(=O)c3cn(C)cn3)cccc2C1=O | 4 | 7 | -3 | -0.2 | 14 | 1 | -11 | 1
C[C@@H]1CCCCO[C@H](CN(C)C(=O)C2CCCCC2)[C@H](C)CN([C@H](C)CO)C(=O)c2cc(NC(=O)CCC(F)(F)F)ccc2O1 | 1 | 6 | -5 | 0.4 | -6 | -1 | -9 | -3
O=[N+]([O-])c1cc(-n2cccc2)ccc1N1CCOCC1 | · | 6 | 4 | -0.2 | -2 | 1 | · | ·
CC(C)NS(=O)(=O)c1ccc(OCC(=O)Nc2ccc3c(c2)OCCO3)cc1 | -15 | -9 | -2 | · | 6 | 2 | -9 | 3
CCCCNS(=O)(=O)c1ccc(S(=O)(=O)n2cnc3ccccc32)cc1 | -5 | -7 | 0 | · | 5 | 0 | -12 | -2
N#Cc1ccc(-c2ccc(F)cc2)nc1Oc1ccc(Cl)c(Cl)c1 | -4 | · | -14 | · | · | · | 2 | 4
O=C(O)CN1C(=O)CSc2ccccc21 | -9 | · | -4 | · | · | · | -4 | -4
O=C(c1ccccn1)N1CC[C@@H]2[C@H]1c1cc(-c3ccccc3)ccc1N[C@@H]2CO | 26 | -36 | 0 | -0.8 | 5 | -2 | -7 | -4
Cc1cc2ccccc2c(=O)n1CC(=O)NCCC1=CCCCC1 | 5 | -12 | 2 | -1.8 | 4 | -2 | 1 | -5
Cc1cccc(NC(=O)CCS(=O)(=O)c2cccc3nonc23)c1C | -2 | -10 | · | -0.1 | 6 | 2 | 2 | -6
CCOc1nc(-c2ccc(C)cc2)ccc1-c1noc(COC)n1 | 6 | · | -2 | · | · | · | -14 | 3
Cc1ccc(NS(=O)(=O)c2c(C)[nH]c(=O)[nH]c2=O)cc1C | 0 | · | 0 | · | · | · | 0 | -2
Cc1ccc(C(=O)N/N=C\c2ccccc2[N+](=O)[O-])cn1 | 53* | 0 | 15 | · | 0 | 0 | · | ·
CC(=O)Nc1ccc(S(=O)(=O)N(Cc2ccccc2)c2ccccc2)cc1 | -2 | -9 | -2 | -0.9 | 2 | -1 | -10 | 3
C[C@@H](CN1C2=NC[C@H](Cc3ccc(O)cc3)N2C[C@H]1Cc1ccc(O)cc1)NC(=O)CCC1CCCCC1 | 0 | 12 | -9 | -0.1 | -1 | -1 | 12 | 5
CCN(CCO)C(=O)c1ccc2nc(Cc3ccc(OC)cc3)oc2c1 | 5 | -12 | -2 | · | 3 | 0 | 0 | -16
COC(=O)C(Cc1cnc[nH]1)NC(=O)C1CCC(=O)N1 (centres undefined) | 2 | · | -1 | · | · | · | -8 | 1
COC(=O)CCC(=O)N1CCOCCOCCOCC1 | · | -8 | -5 | 8.1 | 3 | -5 | · | ·

esBAF inh, what is marked active above.
Molecule,esBAF inh,RAD52 inh,ARNT TACC3 PPI,ERp5 inh,Casp6 inh,PglD inh
Cc1ccc(C(=O)N/N=C\c2ccccc2[N+](=O)[O-])cn1,53*,0,15,0,0,·

Carrying on:
SMILES | esBAF inh | RAD52 inh | ARNT TACC3 PPI | E-sel inducer | ERp5 inh | Casp6 inh | RAD54 branch | PglD inh
CCOCCCn1cnc2c3cc(F)ccc3n(C)c2c1=O | 12 | -12 | -3 | · | 2 | 0 | 4 | 3
COc1ccccc1Cc1c(C2CCCCC2)nc2ccc(C)cn12 | 4 | -35 | · | 1.4 | -4 | -3 | -1 | 7
COc1cc2c(cc1OC)CN(C(=O)CSc1nc(N)c(C#N)cc1C#N)CC2 | -1 | -85 | 5 | · | 0 | 10 | · | ·
C/C=C/c1ccc([C@@H]2[C@@H](CO)N(C(=O)NCCC)[C@@H]2CNC(=O)C2CC2)cc1 | 4 | · | 1 | 0.0 | · | · | 4 | 1
CO[C@@H]1CN(C)C(=O)c2ccc(NC(C)=O)cc2OC[C@@H](C)N(C(=O)Cc2cccnc2)C[C@H]1C | -11 | -3 | -27 | -0.6 | -2 | -8 | 0 | -47
C[C@@H]1CN([C@H](C)CO)C(=O)c2cc(C3=CCCC3)cnc2O[C@@H]1CN(C)Cc1cccnc1 | 0 | 2 | -7 | 0.2 | 14 | 0 | 1 | -3
COC(=O)c1c(C)[nH]c(C(=O)OC(C)C(=O)N2CCOCC2)c1C (centres undefined) | 28 | -10 | -2 | -0.3 | -2 | 3 | -2 | 1
O=C(COC(=O)C12CC3CC(CC(O)(C3)C1)C2)Nc1ccc(Cl)c(S(=O)(=O)N2CCOCC2)c1 | 3 | -3 | 3 | · | -13 | 2 | -11 | 1
CCN1C(=O)[C@H]2[C@@H](c3ccc(C)cc3)N3C(=O)N(c4ccc(OC)cc4)C(=O)[C@@]3(C)[C@H]2C1=O | 2 | -7 | -5 | -0.1 | 5 | 2 | -4 | -4
O=C(NN=Cc1ccc(O)cc1)c1ccccc1NS(=O)(=O)c1cccs1 | -2 | -16 | 9 | 0.8 | 10 | -1 | 2 | -4
COc1cc2c(cc1OC)C(CSc1ccccc1C(=O)O)=NC(C)(C)C2 | · | -46 | 4 | · | -10 | -1 | · | ·
Cc1ccc2ccccc2c1C(O)c1ncc(-c2ccccc2F)[nH]1 (centres undefined) | -6 | -1 | · | 1.5 | -2 | 1 | -9 | -5
CC(C)(C)OCC(O)CN1CCN(C(=O)c2ccccc2)CC1 (centres undefined) | -5 | 2 | 19 | 2.9 | 2 | -3 | 9 | -1
Cc1ccc(CNC(=O)CCOc2ccc(C(C)(C)C)cc2)cc1 | 1 | · | -3 | · | · | · | 10 | 1
COC(=O)C1Cc2ccccc2CN1C(=O)CCl (centres undefined) | · | -17 | 0 | 2.6 | -5 | 16 | · | ·
O=C(NCC1CCCO1)c1cccc(NC(=O)c2ccccc2)c1 (centres undefined) | · | -14 | 4 | -0.2 | -3 | 4 | -2 | 1
CCN1CCN(c2ccccc2NC(=O)c2ccc(-n3cccn3)cc2)CC1 | -6 | -3 | 2 | -1.2 | · | -2 | 2 | 1
O=C(CSCc1ccc(Cl)cc1)Nc1cccc(C(=O)Nc2ccccc2C(=O)O)c1 | -3 | · | 24 | · | · | · | -8 | 6
O=C(c1cc(COc2ccc(F)cc2Cl)on1)N1CCN(c2cnccn2)CC1 | 7 | -11 | 1 | -0.4 | 2 | 2 | 10 | -5
CC(=O)N(C)C[C@H]1Oc2ncc(-c3ccc(C(=O)N(C)C)cc3)cc2C(=O)N([C@H](C)CO)C[C@H]1C | 2 | -13 | -4 | 0.4 | -2 | 3 | -2 | -1

Three entries already listed, arranged by the number in ARNT TACC3 PPI, smallest number first:
SMILES	esBAF inh	RAD52 inh	ARNT TACC3 PPI	ERp5 inh	Casp6 inh	PglD inh
C[C@@H]1CN([C@H](C)CO)C(=O)c2cc(C3=CCCC3)cnc2O[C@@H]1CN(C)Cc1cccnc1	0	2	-7	14	0	-3
CCOCCCn1cnc2c3cc(F)ccc3n(C)c2c1=O	12	-12	-3	2	0	3
COc1cc2c(cc1OC)C(CSc1ccccc1C(=O)O)=NC(C)(C)C2	·	-46	4	-10	-1	·

(cont.)
SMILES | esBAF inh | RAD52 inh | ARNT TACC3 PPI | E-sel inducer | ERp5 inh | Casp6 inh | RAD54 branch | PglD inh
CCCNC(=O)Nc1ccc2c(c1)C(=O)N(C)C[C@H](OC)[C@H](C)CN(C(=O)C1CCC1)[C@H](C)CO2 | -2 | -8 | -6 | -0.1 | -2 | -1 | -4 | -1
Cc1cc(C)c(C(=O)c2ccccc2)c(C)c1 | -13 | -21 | -5 | 0.1 | -1 | 2 | 0 | 1
CO[C@@H]1CN(C)C(=O)c2ccc(NS(C)(=O)=O)cc2OC[C@H](C)N(CC2CC2)C[C@@H]1C | 9 | -1 | -6 | 0.2 | 0 | 4 | -6 | 0
COc1ccc(OCc2cc(/C=N\NC(=O)c3ccccc3)ccc2OC)cc1 | -3 | -28 | 2 | 0.2 | -2 | -4 | 6 | 10
CC(C)CC(c1nnnn1C(C)(C)C)N1CCN(Cc2ccccc2)CC1 (centres undefined) | -3 | -7 | 1 | · | -3 | 2 | -17 | -3
CCC(=O)N1CC2(C1)[C@@H](c1ccccc1)[C@@H](CO)N2Cc1ccccc1OC | · | -7 | · | -0.2 | -2 | 0 | · | ·
COc1ccccc1C(=O)N/C(=C/c1ccc(Br)cc1)C(=O)NCCCn1ccnc1 | -6 | 3 | 9 | · | -1 | -10 | -8 | -2
COc1ccc(C2SCC(=O)N2c2nc3ccccc3s2)cc1 (centres undefined) | 9 | 3 | 5 | 1.3 | -3 | 1 | 4 | -2
O=C1Cc2ccccc2Sc2ccc(O)cc21 | · | -6 | -16 | · | 2 | 8 | · | ·
CC(C)C(NC(=O)c1ccccc1Cl)C(=O)OCc1nc2scc(-c3ccccc3Cl)c2c(=O)[nH]1 (centres undefined) | · | -32 | -18 | 1.9 | -3 | -3 | · | ·
CO[C@H]1CN(C)C(=O)c2cc(NC(=O)Nc3cccc(Cl)c3)ccc2OC[C@@H](C)NC[C@H]1C | -12 | 6 | 12 | 0.1 | 1 | 0 | 6 | 1
CCOc1ccc(-n2nnc3c(=O)n(CC(=O)c4ccccc4)cnc32)cc1 | 8 | -3 | -3 | · | 2 | -2 | 1 | -2
CC(C)C(=O)Nc1ncc(Cc2cccc(Cl)c2)s1 | · | -23 | -1 | 9.9 | -12 | 0 | · | ·
COc1ccc(S(=O)(=O)Nc2ccc3c(c2)C(=O)N([C@@H](C)CO)C[C@H](C)[C@H](CN(C)Cc2ccc(C(F)(F)F)cc2)OCCCC[C@H](C)O3)cc1 | 8 | 19 | -4 | 1.5 | -4 | -1 | -2 | -2
FC(F)(F)c1ccc(NC(=S)NCc2ccccc2)cc1 | · | -3 | 3 | · | -4 | 1 | · | ·
CN(C[C@H]1N[C@@H](CO)[C@H]1c1ccc(-c2ccccc2)cc1)C(=O)C1CCC1 | -4 | · | 3 | 0.1 | · | · | 5 | 2
CC1CCCC(NC(=O)COC(=O)/C=C/c2ccc(S(=O)(=O)N3CCOCC3)cc2)C1C (centres undefined) | 4 | -10 | -19 | -2.1 | -3 | 1 | 0 | 2
CCNC(=O)/C(C#N)=C/c1c(N(Cc2ccccc2)Cc2ccccc2)nc2ccccn2c1=O | · | -2 | 17 | 0.7 | -1 | 3 | · | ·
Cc1cc(-c2csc(N)n2)c(C)n1-c1ccc(Cl)c(Cl)c1 | · | -4 | -7 | 5.0 | -4 | 3 | · | ·
COC(=O)c1cccnc1NC(=S)NC1CCCCC1 | -4 | -13 | -14 | 0.3 | -5 | 1 | -5 | 3
CCc1noc(C)c1C(=O)Nc1ccc(S(=O)(=O)N2CCCCC2)cc1 | · | -12 | 1 | -0.6 | 11 | 1 | · | ·
CN(C1(C)CCS(=O)(=O)C1)S(=O)(=O)c1ccc2ccccc2c1 (centres undefined) | -9 | -9 | -4 | 0.3 | -8 | -3 | 0 | 3
COc1ccc2nc(SCc3ccccc3C)nc(C)c2c1 | · | -5 | 3 | · | 11 | -1 | · | ·
Cc1noc(C)c1S(=O)(=O)N(C)C[C@H]1OCCCC[C@H](C)Oc2ccc(NC(=O)c3ccccc3)cc2C(=O)N([C@H](C)CO)C[C@H]1C | 6 | -41 | -6 | 2.1 | -2 | 3 | -7 | 1

Assay outcomes: PubChem, Broad Institute
